Screening data as filed in PubChem.
COUP-TFII inh: blocks human COUP-TFII nuclear receptor; P24468; HEK293T NGFI-A luciferase reporter, luminescence; 370,000 compounds, 0.7% hits; inhibition, % at 8.6 µM; AID 686940;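 active = inhibition above a per-plate cutoff, mean inhibition of test wells between control levels plus 3 SD, cut at about 38% in these data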;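 also: cells cotransfected with COUP-TFII expression vector driving the NGFI-A reporter; 0% = median of COUP-TF2 test wells and 100% = reporter-only cells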
Target sequence (P24468 whole entry, looked up): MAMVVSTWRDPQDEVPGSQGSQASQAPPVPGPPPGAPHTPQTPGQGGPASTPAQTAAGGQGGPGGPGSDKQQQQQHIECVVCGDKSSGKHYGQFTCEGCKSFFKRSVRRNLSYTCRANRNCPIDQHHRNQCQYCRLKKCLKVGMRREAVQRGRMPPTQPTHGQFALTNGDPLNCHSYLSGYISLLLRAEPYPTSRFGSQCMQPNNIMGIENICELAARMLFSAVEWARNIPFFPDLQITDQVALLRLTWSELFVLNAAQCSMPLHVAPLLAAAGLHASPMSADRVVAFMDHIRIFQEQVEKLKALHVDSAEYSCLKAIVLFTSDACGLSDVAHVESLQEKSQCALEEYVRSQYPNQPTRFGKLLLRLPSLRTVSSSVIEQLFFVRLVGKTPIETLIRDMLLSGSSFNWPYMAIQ
C8 TRAIL sens: caspase-8 TRAIL sensitization. 360,000 compounds, 1% hits. NB7+C8 cells + TRAIL, ATPlite viability luminescence. inhibition (viability loss, TRAIL sensitization), % at 10 µM;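 active = compounds causing at least 50% loss of cell viability in the single-dose screen, relative to plate controls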
LMP1 NFkB inh: reduces LMP1-driven NF-kappaB luciferase signal; LMP1-induced NF-kappaB luciferase reporter cells, luminescence; inhibition, % at 12.5 µM; 350,000 compounds, 0.69% hits; in the data active = inhibition above about 41%;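 also: 0% = neutral control wells and 100% = reference inhibitor control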
CF NFkB block: cystic fibrosis NF-kB activation inhibition; 360,000 compounds, 0.86% hits; inhibition, % at 5 µM; KKLEB NF-kB-GFP reporter, PAF-induced, GFP fluorescence overnight;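 active = at least 50% inhibition at 5 µM, scaled per plate between neutral and stimulator controls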;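 also: PAF is a Pseudomonas aeruginosa culture filtrate used as stimulus; plate controls were PAF-stimulated DMSO wells for no effect and unstimulated DMSO wells for full effect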
KKLEB tox: counter-screen for CF NF-kB inhibitors: cytotoxicity. KKLEB CF airway cells viability, ATPlite luminescence, overnight; hits give low values; cells stimulated with P. aeruginosa culture filtrate. activity change (cytotoxicity), % at 5 µM. 360,000 compounds, 0.36% hits. AID 602141;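 active = corrected activity change at or below -50% at 5 µM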
LRH-1 inv ag: suppresses constitutive activity of human LRH-1; O00482; 360,000 compounds, 0.13% hits; HEK293T StAR-luciferase reporter, LRH-1 transfected, 24 h; inhibition, % at 3.6 µM;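 active = inhibition above the mean inhibition of all tested compounds plus 3 SD, cut at about 73% in these data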;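 also: 0% = DMSO wells and 100% = reporter-only cells lacking LRH-1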
Target sequence (O00482 whole entry, looked up): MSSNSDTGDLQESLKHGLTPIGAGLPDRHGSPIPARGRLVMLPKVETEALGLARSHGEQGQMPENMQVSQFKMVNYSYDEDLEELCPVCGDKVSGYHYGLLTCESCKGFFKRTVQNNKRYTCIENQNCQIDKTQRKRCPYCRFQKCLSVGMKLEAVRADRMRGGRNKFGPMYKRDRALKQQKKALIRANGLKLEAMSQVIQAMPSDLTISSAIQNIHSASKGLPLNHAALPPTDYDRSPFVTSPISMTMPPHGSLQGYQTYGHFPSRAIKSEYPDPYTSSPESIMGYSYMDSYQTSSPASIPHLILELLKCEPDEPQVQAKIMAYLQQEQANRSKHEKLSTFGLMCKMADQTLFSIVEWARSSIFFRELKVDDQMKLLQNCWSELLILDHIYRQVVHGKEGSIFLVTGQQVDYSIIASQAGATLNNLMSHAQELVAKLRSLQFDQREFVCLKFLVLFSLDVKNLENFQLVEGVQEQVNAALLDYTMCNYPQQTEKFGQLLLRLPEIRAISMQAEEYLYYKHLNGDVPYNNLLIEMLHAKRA
SRC1 inh: human NCOA1 inhibition; HEK293 GAL4-SRC1 luciferase reporter, luminescence; inhibition, % at 3.6 µM; 360,000 compounds, 0.12% hits; AID 588354;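 active = inhibition above the campaign mean plus 3 SD, with each screening campaign given its own cutoff, cut at about 60% in these data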;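 also: 0% = DMSO treated cells and 100% = gossypol at 36 µM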
TROY NFkB inh: blocks TROY-dependent signaling in reporter cells; inhibition, % at 10 µM; 360,000 compounds, 0.98% hits; Q293 LMP1-TROYcd NF-kB luciferase reporter, 4 h;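 active = compounds whose plate-normalised and pattern-corrected inhibition of the luciferase reporter signal at the single screening dose is 50% or more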
NCOA2 inhibitor: human SRC2 (NCOA2) inhibition; Q15596; AID 651957; HEK293 GAL4-SRC2 luciferase reporter, luminescence; inhibition, % at 9 µM; 370,000 compounds, 0.17% hits;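 active = inhibition above the mean inhibition of all tested compounds plus 3 SD, set per campaign, cut at about 52% in these data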;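 also: 0% = DMSO treated cells and 100% = cells given Gossypol at 36 µM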
NCOA3 inh: human NCOA3 inhibition. Q9Y6Q9. HEK293 GAL4-SRC3 luciferase reporter, luminescence. inhibition, % at 3.6 µM. 360,000 compounds, 0.17% hits. AID 588352;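 active = inhibition above a per-campaign cutoff, the mean of all compounds plus 3 SD, cut at about 60% in these data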;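 also: 0% = DMSO-treated cells and 100% = gossypol-treated cells at 36 µM; higher means less SRC3-driven luciferase light from the GAL4 reporter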
TWEAK-Fn14 inh: blocks TWEAK-Fn14 interaction in a reporter cell assay; AID 1159606; 360,000 compounds, 2% hits; inhibition, % at 10 µM; TWEAK-stimulated Fn14 reporter cells, luciferase luminescence, 8 h; in the data active = inhibition above about 50%
Starred values were filed as active, the others as inactive; x = not tested or not shown.

canonical_smiles	KKLEB tox	LMP1 NFkB inh	TROY NFkB inh	SRC1 inh	COUP-TFII inh	CF NFkB block	NCOA2 inhibitor	TWEAK-Fn14 inh	C8 TRAIL sens	NCOA3 inh	LRH-1 inv ag
CC(C)CC(NS(=O)(=O)c1ccc2c(c1)oc(=O)n2C)C(=O)N1CC=C(c2ccccc2)CC1 (centres undefined)	16	4	-6	-15	-5	-27	15	17	4	-12	6
COc1ccc(NC2CCCN(C(=O)c3csc(C(C)C)n3)C2)cc1OC (centres undefined)	15	-2	-9	-44	-8	-31	-2	2	-17	15	1
CN(C)c1ccc(-c2noc(C3CCN(C(=O)Nc4ccc(Cl)cc4)CC3)n2)cc1	-19	6	-14	5	-9	4	-2	7	17	-12	-10
CN(Cc1cccnc1)Cc1c(C(=O)N2CCc3ccccc3C2)nc2ccc(Cl)cn12	1	3	-3	2	4	10	-1	-2	-3	5	3
COc1cccc(CN(CC2CCCO2)C(=O)c2cc3ccccc3oc2=O)c1 (centres undefined)	5	-14	-62	-20	-8	10	-35	-11	-7	-20	-18
CCOc1ccc(NC(=O)CN(C)C(=O)c2cc(-c3cccs3)nn2-c2ccccc2)cc1OCC	9	7	-4	-4	-8	20	-13	-1	1	-2	-10
O=C(/C=C/c1ccc([N+](=O)[O-])cc1)NNC(=O)C1CC1	4	5	-2	-2	8	-13	-10	-14	-8	-1	-9
N#CC(=C(O)COC(=O)c1ccc2c(c1)OCCO2)c1nc2ccccc2[nH]1	-8	-1	-8	10	6	-16	1	14	-3	-20	-3
COc1cc(NS(=O)(=O)c2ccc(N)cc2)nc(OC)n1	2	0	7	-4	-2	11	-8	18	-5	-4	22
S=C(NCc1ccco1)NCc1ccccc1Cl	6	-5	-22	-22	17	13	5	1	-12	-22	-9
CCOc1ccc(S(=O)(=O)N(C)CC(=O)NC2CC2)cc1	7	3	26	-10	3	-10	-51	7	-11	4	-4
Cc1[nH]n(-c2ccccc2)c(=O)c1C=Nc1cccc(F)c1	4	5	-30	-3	-5	-5	10	0	15	17	1
CCN(CC)S(=O)(=O)c1cccc(-c2n[nH]c(=S)n2/N=C/c2ccc(Br)cc2)c1	-9	1	-4	-8	-1	11	5	7	-13	10	-27
C[C@H](CO)N1C[C@H](C)[C@@H](CN(C)S(=O)(=O)c2cccs2)Oc2c(NC(=O)CCC(F)(F)F)cccc2C1=O	0	-14	1	4	-2	-17	-3	-2	-5	-3	16
Cc1cc(C)cc(NCC(=O)Nc2c(C)cccc2C)c1	-9	-8	-1	2	-12	7	2	0	0	-15	7
CC(/C=C/c1ccccc1)=N\NC(=S)NC(C)C	-4	1	3	-23	12	-10	-19	-41	13	-15	-35
CCc1nc(C)cc(N)c1OCc1ccccc1	0	2	-12	9	4	5	6	-10	-17	10	18
COc1ccc(OC)c(CCNC(=O)CS(=O)(=O)Cc2nc(-c3ccccc3C)oc2C)c1	2	2	-27	0	3	3	5	12	-10	0	15
O=C1NC[C@@H](CCCCN2C[C@H](Cc3ccccc3)N(Cc3ccccc3)C(=O)C2=O)N(CC2CCCCC2)C1=O	x	x	-9	x	21	x	-10	4	-3	x	-6
O=C(NC1CCCCC1)N1CCCC(c2nc(-c3ccc(S(=O)(=O)N4CCCC4)cc3)no2)C1 (centres undefined)	2	11	37	1	2	10	-10	16	14	18	0
CC(C)(C)NCC(=O)N/N=C/c1ccc(OCc2ccccc2)cc1	0	-5	-17	-41	-26	-21	-31	26	0	-16	-13
S=C(NCCN1CCOCC1)C(=S)NCCN1CCOCC1	3	2	11	-9	1	13	-1	22	-4	-10	13
Cc1cccc(N2C(=O)CS/C2=N\NC(=O)c2ccc(Cl)cc2)c1C	14	-19	-8	-11	-5	-3	-16	-2	-2	13	-43
Cc1noc(C)c1CSc1nc2ccccc2n1C	-8	-13	-15	-12	-3	0	6	1	-7	-4	-16
O=C(c1oc2ccccc2c1CSCc1ccccc1)N1CCN(c2ncccn2)CC1	1	-1	34	-15	11	-17	1	37	-1	11	-18
CC1CN(C(=O)C(c2ccccc2)c2ccccc2)CC(C)O1 (centres undefined)	9	-5	-8	-4	11	-11	12	6	0	13	4
Cc1ccc(/C=N/NC(=O)CNC(=O)COc2ccccc2)o1	3	1	11	17	-8	9	0	-9	-1	19	4
COc1ccc(NC(=O)c2cc(-c3cc(Cl)ccc3O)n[nH]2)c(OC)c1	5	-11	-21	-23	-17	0	-9	-35	4	5	6
CN(Cc1ccccc1)C(=O)CN1CCN(S(=O)(=O)c2ccc(Cl)c(Cl)c2)CC1	14	-7	-16	-7	-5	20	-2	10	-3	17	7
CS(=O)(=O)c1ccccc1C(=O)Nc1ccc(S(=O)(=O)N2CCCC2)cc1	0	-3	8	1	1	-16	-4	-4	-4	3	-3
c1ccc(Cn2c(CN3CCCC3)nc3ccccc32)cc1	0	3	17	-1	28	2	1	5	7	2	8
COc1ccc(OCc2cc(=O)[nH]c3ccccc23)cc1	-2	-41	-3	0	-10	8	10	-12	3	5	5
CNc1nc2c3ccccc3n(C(C)=O)c2s1	2	-6	-2	-9	-8	-11	-13	-25	-1	-15	17
CCn1c(SCC(=O)NCc2ccco2)nnc1C1CCCC1	-1	2	-4	-19	15	16	-16	1	-8	22	2
CCOC(=O)c1sc(NC(=O)C2CC(=O)N(c3ccc(OCC)cc3)C2)nc1C (centres undefined)	-1	-4	-2	3	11	8	15	24	-4	7	7
O=C(CN1CCCC1)Nc1ccc(-c2nc3cc(NC(=O)CN4CCCC4)ccc3o2)cc1	-2	-33	53*	8	-9	1	-65	-17	21	5	7
CC(OC(=O)C1CSC2(C)CCC(=O)N12)C(=O)Nc1ccc(F)cc1 (centres undefined)	-1	-4	8	0	4	-1	2	-13	-10	2	-1
CC(C)c1ccc(N2CC(C)(C)C2=O)cc1	11	-18	4	3	-8	4	13	4	-1	12	-22
CC(Sc1nc2ccccc2s1)C(=O)NCc1ccc2c(c1)OCO2 (centres undefined)	1	-62	-23	-15	1	6	-16	-1	-2	-16	6
N#C/C(=C\c1cn(CCOc2ccccc2)c2ccccc12)C(=O)NCc1ccco1	-18	-1	-22	-1	-3	32	-7	-87	25	1	-25
COc1ccccc1OCC(=O)Nc1nc2c(s1)CCCC2	-10	-1	-16	-42	-43	-2	-13	-67	33	-156	-95
CC(C)=NNc1nc(-c2ccccc2)c(C)s1	15	0	-32	-13	0	-4	-8	-6	-1	-2	-32
COc1ccc(OC)c(N2C(=O)CC(C(C)c3ccccc3)C2=O)c1 (centres undefined)	8	0	10	3	0	-13	4	1	1	-14	7
CCNc1nc(SCC(=O)Nc2ccc(Cl)c(Cl)c2)nc(N2CCOCC2)n1	-43	5	37	3	0	20	-2	22	-3	-14	-27
O=C(Nc1cccc(S(=O)(=O)N2CCOCC2)c1)[C@@H]1CCCN1S(=O)(=O)c1ccc(Cl)cc1	-1	3	3	-28	5	9	16	22	3	12	-11
CCn1cc(C(=O)Nc2ccc(C)c([N+](=O)[O-])c2)cn1	17	-6	-14	-5	9	-6	0	0	-9	5	-12
O=C(Nc1ccccc1)/C(=C/c1ccccc1)NC(=O)c1ccco1	5	-14	0	-19	0	-15	-20	-4	-1	16	-15
O=C(NNC(=O)c1cccc([N+](=O)[O-])c1)c1ccncc1	-12	3	-3	-18	4	10	-33	-15	3	2	11
CCc1noc(C)c1C(=O)OCC(=O)Nc1ccc2c(c1)OCO2	-5	3	6	5	-12	3	13	-2	-21	7	9
N#C/C(=C(/O)CN1CCOCC1)c1nc(-c2ccccc2)cs1	0	-22	17	-14	10	12	-12	12	12	-5	-24

Continuation:
canonical_smiles	KKLEB tox	LMP1 NFkB inh	TROY NFkB inh	SRC1 inh	COUP-TFII inh	CF NFkB block	NCOA2 inhibitor	TWEAK-Fn14 inh	C8 TRAIL sens	NCOA3 inh	LRH-1 inv ag
CCn1nccc1NC(=O)c1csc([C@@H]2C[C@H](O)[C@@H](CO)O2)n1	-4	x	9	2	-17	-11	-34	-5	-16	-2	1
CC1(c2ccc(Cl)cc2Cl)NC(=O)N(CC(=O)N2CCN(C(=O)c3ccco3)CC2)C1=O (centres undefined)	0	-1	-7	-5	-4	23	2	9	3	4	14
Cc1cc(=O)c(C(=O)Nc2cccc(N3CCCC3=O)c2)nn1-c1ccccc1Cl	-20	2	-4	-3	-3	27	-14	-26	-8	9	11
Nc1cc(N)nc(SCC(=O)N2CCCCC2)n1	12	-8	-3	10	4	-3	1	-5	-10	16	11
COc1ccc(C(=O)N2CCCCC2)cc1S(=O)(=O)Nc1cccc(C(=O)O)c1	-1	2	-2	-18	26	11	-16	5	-17	-4	-9
CCOC(=O)C1CCCN(C(=O)CCCOc2cc(=O)n(C)c3ccccc23)C1 (centres undefined)	4	-1	-7	-12	-29	-3	-21	0	-19	1	19
CC(CCc1ccccc1)NC(=O)C1CCN(C(=O)c2sccc2-n2cccc2)CC1 (centres undefined)	-1	-10	3	1	-2	-12	15	-8	6	2	-41
CCOc1cc(C(=O)N2CCCN(C)CC2)cc(OCC)c1OCC	9	1	19	5	10	22	-26	10	-8	-3	-3
O=C(Nc1cccnc1)c1ccccc1-c1ccccc1	7	3	16	10	8	-1	3	-21	-2	8	-1
COc1ccccc1N1CCN(C(=O)Nc2ccc([N+](=O)[O-])cc2)CC1	-3	10	8	-6	-9	-24	-41	-15	11	-5	-8
Cc1ccc(-n2c(C)cc(C(=O)CN3CCOCC3)c2C)cc1	-3	-28	-6	-49	-19	5	-25	14	8	-26	-33
CC(=O)Nc1cc(-c2ccc(Cl)cc2)nn1-c1ccccc1	-3	-7	-13	4	-1	8	-25	11	-3	6	-16
Cc1cccc2c1-c1sc(C(=O)Nc3cccnc3)cc1CO2	8	-3	10	-39	-28	14	14	50	20	-15	-62
CCc1ccc2c(CN(C)Cc3ccccc3OC)cc(=O)oc2c1	-10	-11	-31	-8	-5	12	-9	-29	4	-17	-38
Cc1ccc(OCC(=O)O/N=C(\N)Cc2cccs2)cc1C	2	-3	-15	-12	2	-2	-1	-7	2	3	-19
Cn1c(CCN2CCOCC2)nc2cc(NC(=O)COc3ccc(Cl)cc3)ccc21	16	22	12	5	9	1	3	-16	-8	-11	2
COc1cccc(-c2noc(CCCC(=O)NC3CCCC3)n2)c1	-3	2	-7	-2	7	-6	24	-6	-4	7	-4
O=C(CCc1ccccc1)Nc1nc2c(F)cc(F)cc2s1	3	-27	-61	-40	-18	-2	-36	-24	-13	-34	-67
Cc1ccc(-c2cc(C(F)(F)F)n3nc(C(=O)Nc4ccon4)cc3n2)cc1C	1	-11	-16	2	-7	2	-7	-30	22	-6	2
COc1cc(C2CC(=O)Oc3cc(C)c(Cl)c(C)c32)cc(OC)c1OC (centres undefined)	-3	2	2	-9	11	10	15	-11	-7	18	9
CC/S(=N\S(=O)(=O)c1ccc(C)cc1)c1ccccc1 (centres undefined)	2	-4	-6	7	4	0	3	4	-18	24	9
